L3MBTL1 block: L3MBTL1 (human) inhibition; Q9Y468; AlphaScreen L3MBTL1–H3K9me1 peptide binding; Potency, µM (top dose mostly 57.1 µM), for the others: top-dose activity, negative = inhibition, hits mostly inhibitors; AID 485360; 230,000 compounds, 0.66% hits; also: nearly all actives have a fitted effect of over 60% in size
Target sequence (Q9Y468 whole entry, looked up): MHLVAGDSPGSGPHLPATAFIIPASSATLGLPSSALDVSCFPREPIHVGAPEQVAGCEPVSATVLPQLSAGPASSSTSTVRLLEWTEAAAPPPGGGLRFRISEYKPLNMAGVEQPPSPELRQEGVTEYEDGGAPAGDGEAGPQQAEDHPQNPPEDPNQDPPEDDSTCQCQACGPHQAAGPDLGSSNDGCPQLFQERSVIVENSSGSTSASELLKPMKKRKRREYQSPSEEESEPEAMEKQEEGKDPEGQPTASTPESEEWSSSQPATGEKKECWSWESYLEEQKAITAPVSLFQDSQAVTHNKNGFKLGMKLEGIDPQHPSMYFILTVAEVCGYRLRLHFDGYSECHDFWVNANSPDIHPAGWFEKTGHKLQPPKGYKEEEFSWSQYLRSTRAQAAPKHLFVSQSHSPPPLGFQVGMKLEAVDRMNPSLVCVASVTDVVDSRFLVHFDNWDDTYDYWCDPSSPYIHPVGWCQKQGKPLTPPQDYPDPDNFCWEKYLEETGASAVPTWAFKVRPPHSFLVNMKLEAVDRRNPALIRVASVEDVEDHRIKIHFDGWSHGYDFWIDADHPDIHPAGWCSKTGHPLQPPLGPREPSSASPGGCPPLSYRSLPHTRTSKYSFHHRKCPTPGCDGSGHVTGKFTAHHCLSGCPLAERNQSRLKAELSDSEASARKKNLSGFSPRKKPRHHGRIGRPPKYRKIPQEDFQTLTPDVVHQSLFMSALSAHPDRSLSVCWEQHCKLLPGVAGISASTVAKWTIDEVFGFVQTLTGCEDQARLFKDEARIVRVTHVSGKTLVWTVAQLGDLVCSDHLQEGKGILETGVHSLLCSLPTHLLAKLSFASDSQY
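AlphaScreen assay: L3MBTL1 (50 nM final) was preincubated 30 min at room temperature with biotinylated H3(1-15)K9me1 peptide (75 nM final), then 30 min with library compounds; streptavidin donor and nickel chelate acceptor beads (10 ug/mL final) added, 30 min dark.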
GLA spleen mod: inhibitors or activators of human alpha-galactosidase in spleen homogenate; human spleen homogenate, 4MU-alpha-Gal fluorescence, 40 min; AID 2107; 240,000 compounds, 0.008% hits; P06280; Potency, µM (titrated, usually from 80 µM), for inactives: at the highest dose activity change, negative = inhibition, actives largely listed as inhibitors;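 also: 0% = enzyme with vehicle and -100% = no enzyme basal signal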
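Inhibition or activation of alpha-galactosidase in human spleen homogenate is scored by 4-MU fluorescence after 40 min at 37C, pH 5.0, with 1 mM substrate. AC50s come from concentration-response fitted to the Hill equation.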
Tau fibril FP: inhibitors of human tau fibril formation; 280,000 compounds, 0.39% hits; Potency, µM (highest dose often 57.7 µM), inactives show at the highest dose activity, negative = inhibition, actives largely listed as inhibitors; K18 P301L tau heparin fibrillization, Alexa594 FP, 6 h; also: nearly all actives have a fitted effect of over 55% in size
Target sequence (P10636 561-689 P618L limits assumed): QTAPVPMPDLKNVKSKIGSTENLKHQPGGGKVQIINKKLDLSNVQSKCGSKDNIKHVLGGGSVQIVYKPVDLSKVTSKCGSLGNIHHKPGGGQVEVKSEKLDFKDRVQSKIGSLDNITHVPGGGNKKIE
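Compound effects on tau fibrillization are measured by Alexa 594 fluorescence polarization (ex 555, em 632 nm). K18 P301L tau is used at 15 uM with 0.24 uM labeled tracer, and 20 uM heparin induces aggregation over 6 hr at 37 C.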
Tau fibril ThT: blocks human tau fibril formation measured by thioflavin T | P10636 | recombinant tau K18 P301L, heparin-induced fibrillization, ThT fluorescence | Potency, µM (doses to about 57.4 µM), without a hit: top-dose activity, negative = inhibition, hits mostly inhibitors | 270,000 compounds, 2.1% hits | AID 1460; also: nearly all actives have a fitted effect of over 55% in size
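Heparin-induced (20 uM) aggregation of recombinant human K18 P301L tau, 15 uM unlabeled with 0.24 uM labeled, pH 7 acetate buffer, 6 hr at 37 C with compound. Fibrils quantified by 30 uM ThT fluorescence after 1 hr ambient incubation.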
TRb SRC2 PPI: disrupts binding of human TR beta to SRC2; Potency, µM (doses to about 106 µM), for inactives: top-dose activity change, negative = inhibition, actives largely listed as inhibitors; TRbeta-SRC2 peptide binding, fluorescence polarization; receptor liganded with 1 µM T3; 280,000 compounds, 0.065% hits; P10828; AID 1469;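 also: plate controls were bound peptide for no effect and peptide without receptor for full effect; nearly all actives have a fitted effect of over 50% in size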
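Polarization signal, normalized between peptide-alone and full complex controls, measured compound effects on T3-liganded human TRb LBD (0.6 uM) binding 20 nM Texas Red SRC2 peptide after 5 hr.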
TR SRC2 fluor cs: counter-screen for TRb-SRC2 inhibitors: fluorescence interference; Potency, µM (series often up to 106 µM), without a hit: at the highest dose fluorescence change, negative = quenching; 280,000 compounds, 0.29% hits; TRb/SRC2 Texas Red total fluorescence interference; active = well fitted curve in either direction with a large enough effect; inconclusive = small, poorly fitted or top-dose-only effect
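Human TRb ligand-binding domain at 0.6 uM with 20 nM Texas Red SRC2 peptide in Tris buffer containing 1 uM T3 and 5% DMSO, incubated with compound 5 h at ambient temperature. Total fluorescence (555/632 nm) calculated as parallel + 2 × perpendicular.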
ALDH1A1 block: blocks purified human ALDH1A1 activity. P00352. Potency, µM (titrated, usually from 75.3 µM), without a hit: at the top dose activity, negative = inhibition, actives largely listed as inhibitors. Purified ALDH1A1, NADH fluorescence, propionaldehyde substrate. 220,000 compounds, 7.3% hits; active = well fitted inhibition curve with a large enough effect, not every such curve was filed as active; inconclusive = small, poorly fitted or top-dose-only effect, or another doubt; inactive = no such curve, though single readings can be large or run the other way;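 also: plate controls were no enzyme wells and a reference inhibitor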
Tau fluor counter: counter-screen for tau fibril formation inhibitors; tau K18 P301L Alexa594 fluorescence, heparin fibrillization; Potency, µM (highest dose often 57.7 µM), for inactives: at the top dose activity change, negative = decrease; 280,000 compounds, 0.93% hits; AID 1463; also: nearly all actives have a fitted effect of over 55% in size
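Human tau K18 P301L (15 uM unlabeled, 0.24 uM Alexa 594-labeled) in 100 mM sodium acetate pH 7 with 20 uM heparin, 6 hr at 37 C. ThT 30 uM added, 1 hr ambient; Alexa 594 FP and total fluorescence read at 555/632 nm.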
Numbers without * were called inactive; ? = inconclusive; nt = no result given; & = joins results of further samples; [ ] = another dose, or the depositor's remark. Unless noted, calls follow the shape of the dose curve; as a rule, active = well fitted curve in the direction sought with a large enough effect; inconclusive = small, poorly fitted or top-dose-only effect, or another doubt; inactive = no such curve, though single readings can be large; an effect the other way counts as inactive or inconclusive. Unless noted, % is scaled to controls: 0 for no effect and ±100 for the full control effect; potency is read from the fitted curve at half-maximal effect.

SMILES	L3MBTL1 block	GLA spleen mod	Tau fibril FP	Tau fibril ThT	TRb SRC2 PPI	TR SRC2 fluor cs	ALDH1A1 block	Tau fluor counter
OC1(C#CCN2CCCC2)c2ccccc2-c2ccccc21	4%	1%	0%	-8%	-5%	-1%	-1%	-5%
CCOC(=O)Cn1c(=N)n(Cc2ccc(C(C)(C)C)cc2)c2ccccc21	nt	nt	2%	-16%	-5%	2%	nt	-15%
COC(=O)C1=C(C)N(Cc2ccccc2)C2=C(C(C)=O)C(c3ccccc3)[C@@](O)(C(=O)OC)C(=O)N2C1c1ccccc1 (stereo partly specified)	nt	-1%&1%[17.5 µM]	?	?	-1%&2%[11.2 µM]	-1%&-6%[11.2 µM]	-6%&-16%[13.5 µM]	-8%&3%[11.6 µM]
S=c1nc(-c2csc3c2CCCC3)[nH][nH]1	7%	-3%	5%	-16%	-2%[53 µM]	-1%[53 µM]	11µM*	-9%
Cc1ccc(-c2noc(CCC(=O)NCCCN3CCN(c4cccc(Cl)c4)CC3)n2)cc1	1%	-4%	12%	-16%	-8%	2%	?	-16%
CCOc1ccc(C(CC(=O)O)NC(=O)C2c3ccccc3Oc3ccccc32)cc1 (stereo unspecified)	3%	2%	0%	-2%	2%	4%	11%	2%
CC(C)NC(=O)c1onc(CSc2ccccc2)c1C(=O)O	6%	-5%	2%	0%	7%	0%	-14%	3%
COc1ccc(Cn2c(SCc3ccc(C(=O)NCc4cccs4)cc3)nc3ccncc32)cc1	nt	nt	5%	19%	-3%	5%	nt	-14%
COc1ccc(C(=O)NCc2nnc(SCC(=O)N3CCc4ccccc43)o2)cc1OC	nt	2%	0%	-1%	0%	1%	-1%	-7%
Cc1cc(C)n2nc(SCCCC(=O)c3ccc(F)cc3)nc2n1	1%	-1%	2%	-2%	1%	-2%	4%	-4%
COc1ccc(F)cc1S(=O)(=O)NCC(c1ccco1)S(=O)(=O)c1ccc(F)cc1 (stereo unspecified)	nt	nt	-4%	1%	1%	0%	nt	-5%
COC(=O)C1CCN(C(=O)Cc2ccc(C)cc2)CC1	nt	9%	0%	-12%	-3%	2%	?	-5%
COc1ccc(Cl)cc1C(=O)N/N=C/c1ccc(N2CCOCC2)cc1	4%[11.4 µM]	-2%	1%	11µM*	-2%	-3%	?	-23%
COc1ccc(Cl)cc1NC(=O)CSc1nnc(COc2ccccc2)n1N	-8%	2%	-2%	-22%	-1%	-2%	-1%	-25%
CCCCC1=CC2=CC(=O)C(C)(OC(=O)CC)C(=O)C2=CN1C1CCCCC1 (stereo unspecified)	nt	1%[17.5 µM]	-6%[11.6 µM]	?	10%[11.2 µM]	-2%[11.2 µM]	0%[13.5 µM]	-5%[11.6 µM]
CC(=O)N1CCc2ccc(C(=O)CN3CCN(c4cccc(C)c4C)CC3)cc21	2%	8%	3%	?	4%	-4%	8.9µM*	-1%
CC1=NN(C(=O)c2ccco2)C(O)(c2ccccc2)C1 (stereo unspecified)	-3%	3%	10%	-6%	3%	0%	4%	9%
O=C(CSc1nnc(C2CCCCC2)o1)N1CCCCC1	-1%	8%	-5%	-5%	-4%	-1%	-9%	-3%
COc1ccc(N=C2SC(C(=O)N3CCN(c4ccc([N+](=O)[O-])cc4)CC3)CC(=O)N2C)cc1 (stereo unspecified)	-5%	2%	-2%	?	5%	-1%	10µM*	-22%
O=C(NC1CCCCCCC1)C1c2ccccc2C(=O)N1Cc1ccco1 (stereo unspecified)	-2%	-9%	6%	-8%	3%	1%	-11%	-2%
Cn1c(=O)n2n(c1=O)[C@H]1[C@H](O)[C@H]3O[C@H]3C(=O)[C@H]1CC2	nt	-11%[17.5 µM]	-4%[11.6 µM]	-12%[11.5 µM]	-3%[11.2 µM]	?	-8%[13.5 µM]	-11%[11.6 µM]
Cc1cc2oc(=O)cc(-c3ccccc3)c2c(C)c1-c1ccc(OC(F)(F)F)cc1	11%	0%	2%[81.3 µM]	-9%[81.4 µM]	-8%	0%	-3%	-4%[81.3 µM]
CCc1cccc(CC)c1NC(=O)c1ccccc1	0%[11.4 µM]	9%	2%	-2%	5%	-1%	3%	9%
COc1cc(C(=O)N[C@H](C(=O)Nc2nnc(C3CC3)s2)C(C)C)cc(OC)c1OC	-3%	-3%	-10%	-16%	3%	5%	?	-15%
O/N=C1/CCSc2ccccc21	3%	23%	11%	-7%	-15%	-1%	-10%	-8%
CN(Cc1nc2ccccc2n1C)S(=O)(=O)c1ccc(Cl)cc1	10%	8%	-1%	1%	6%	0%	9%	0%
CC(C)CC1(C)NC(=O)N(CCN2C(=O)c3ccccc3C2=O)C1=O (stereo unspecified)	3%	-2%	-2%	1%	-4%	-5%	0%	0%
COc1ccc(-c2c[n+]3c4n2CCCCC4=C(c2ccccc2)C3)cc1	-17%	8%	0%	?	-1%	-3%	?	-12%
CCN(CCCNC(=O)c1cc2c(=O)[nH]c3ccc(C)cc3c2s1)Cc1ccccc1	nt	nt	?	-6%	0%	-2%	nt	-28%
COc1ccc(OCC(=O)NCc2ccc3c(c2)CCN3C(=O)c2cccc(C)c2)cc1	nt	nt	5%	-13%	-7%	-1%	nt	-4%
O=C(CC1C(=O)NCCN1Cc1ccc(-c2ccccc2)cc1)NCCCn1ccnc1 (stereo unspecified)	-12%	-6%	-6%	-6%	-3%	0%	nt	-8%
CS/C(Nc1cc(Cl)ccc1Cl)=C(/C#N)C(=O)c1ccco1	-8%	-6%	-2%	-17%	7%	-1%	?	-18%
CC(=O)N1CCc2cc(Br)cc(S(=O)(=O)N3CCC(C(=O)Nc4cccc(C)c4C)CC3)c21	nt	nt	1%	-4%	8%	10%	nt	-22%
CCn1cc(C(=O)NCCCN2CC(C)CC(C)C2)c(=O)c2cc(S(=O)(=O)N(C)C)ccc21 (stereo unspecified)	nt	-4%	9%	-3%	8%	0%	?	-1%
COCCCNC(=O)CCS(=O)(=O)Cc1ccc(C)cc1	0%	-6%	2%	3%	-19%	0%	-3%	2%
CCOc1ccc(/C=N/N(C)c2ccccc2)cc1OC	nt	4%	?	7.9µM*	-4%	-3%	7.9µM*	?
Cc1ccc(-n2c(=O)c3cccnc3n2CC(=O)Nc2ccc(Br)cc2)cc1C	nt	nt	?	-1%	5%	-16%	nt	?
COC(=O)c1sccc1N(C)S(C)(=O)=O	-5%	-1%	3%	1%	0%	-4%	7%	6%
CC(C)/C=N/Nc1nc(-c2ccc(Br)cc2)cs1	-13%	3%	-3%	?	-11%	-1%	-7%	?
CCn1c(=O)c([N+](=O)[O-])c(NCCc2ccccc2)c2ccccc21	0%	-11%	-9%	?	2%	-4%	?	?
CCCc1nc2c(=O)[nH]c3ccccc3c2o1	-2%	-1%	-2%	-16%	12%	0%	?	-9%
CCc1c(O)nc2ccccn2c1=O	1%	6%	13%	4%	-11%	1%	5%	6%
O=C(Nc1ccc(C(=O)NC2CCCCC2)cc1)c1cncc(Br)c1	6%	-4%	-12%	-5%	-6%	-2%	-4%	-7%
O=c1c2c3c(sc2nc2n1CCCS2)CCCC3	2%	?	-3%	2%	-16%	0%	?	-10%
COc1cccc(C(=O)N2CCN(C3CCC(c4ccccc4)CC3)CC2)c1OC (stereo unspecified)	-3%	-5%	0%	-23%	0%	-7%	-10%	-9%
CC1(C(=O)O)CCC(C(=O)Nc2ccc3ccccc3c2)C1(C)C (stereo unspecified)	nt	1%	-3%	-12%	-13%	2%	5%	-10%
CCCCCCCC(=O)NNC(=O)Cc1ccccc1	-1%	6%	4%	4%	-23%	2%	4%	5%
Cc1noc(C)c1COc1cccc(C(=O)OCCOc2ccc(F)cc2)c1	44%[activator]	-2%	-3%	-18%	-3%	0%	-3%	-20%
CCOC(=O)N1CCC(NC(=O)C(CC(C)C)NC(=O)C2CCCCC2)CC1 (stereo unspecified)	-3%	-6%	7%	-5%	3%	-4%	13%	2%
NC(N)=NC(=S)Nc1ccc(Cl)cc1	-7%	-1%	-2%	-11%	1%	0%	19%	-15%
O=C1N(c2ccccc2)C2CS(=O)(=O)CC2N1c1ccc(Cl)c(Cl)c1 (stereo unspecified)	4%	-3%	3%	14%	-5%	1%	-4%	-5%

Entries listed so far that contain a Cl atom:
SMILES	L3MBTL1 block	GLA spleen mod	Tau fibril FP	Tau fibril ThT	TRb SRC2 PPI	TR SRC2 fluor cs	ALDH1A1 block	Tau fluor counter
Cc1ccc(-c2noc(CCC(=O)NCCCN3CCN(c4cccc(Cl)c4)CC3)n2)cc1	1%	-4%	12%	-16%	-8%	2%	?	-16%
COc1ccc(Cl)cc1C(=O)N/N=C/c1ccc(N2CCOCC2)cc1	4%[11.4 µM]	-2%	1%	11µM*	-2%	-3%	?	-23%
COc1ccc(Cl)cc1NC(=O)CSc1nnc(COc2ccccc2)n1N	-8%	2%	-2%	-22%	-1%	-2%	-1%	-25%
CN(Cc1nc2ccccc2n1C)S(=O)(=O)c1ccc(Cl)cc1	10%	8%	-1%	1%	6%	0%	9%	0%
CS/C(Nc1cc(Cl)ccc1Cl)=C(/C#N)C(=O)c1ccco1	-8%	-6%	-2%	-17%	7%	-1%	?	-18%
NC(N)=NC(=S)Nc1ccc(Cl)cc1	-7%	-1%	-2%	-11%	1%	0%	19%	-15%
O=C1N(c2ccccc2)C2CS(=O)(=O)CC2N1c1ccc(Cl)c(Cl)c1 (stereo unspecified)	4%	-3%	3%	14%	-5%	1%	-4%	-5%

Single records (already shown):
CCc1c(O)nc2ccccn2c1=O is entered as L3MBTL1 block: 1%; GLA spleen mod: 6%; Tau fibril FP: 13%; Tau fibril ThT: 4%; TRb SRC2 PPI: -11%; TR SRC2 fluor cs: 1%; ALDH1A1 block: 5%; Tau fluor counter: 6%
CCOC(=O)N1CCC(NC(=O)C(CC(C)C)NC(=O)C2CCCCC2)CC1 (stereo unspecified) is entered as L3MBTL1 block: -3%; GLA spleen mod: -6%; Tau fibril FP: 7%; Tau fibril ThT: -5%; TRb SRC2 PPI: 3%; TR SRC2 fluor cs: -4%; ALDH1A1 block: 13%; Tau fluor counter: 2%

Screening data: PubChem, National Center for Advancing Translational Sciences (NCATS)

No enrichment for hits; any-hit rate near 8.5%.
